# Ecoli WT growth: blocks growth of wild type E. coli BW25113 | E. coli BW25113 growth inhibition, OD600 | 0.05% of 20,000 active | inhibition, % at 10 µM; in the data active = inhibition above about 40%;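 also: bacteria exposed to compound for 20 hours at 37 °C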
#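 Assay system: Bacterial strain in a whole-cell growth screen | Amount: Inoculum from a 1:1000 dilution of a 1.5 h subculture | Detection: Absorbance at 615 nm as a measure of bacterial growth | Timing: 20 h exposure, 37 °C | Buffer or medium: LB plus kanamycin 50 µg/mL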
# * = called active by the depositor. Only part of the results is shown; count on the stated rates, not on these rows.
SMILES,Ecoli WT growth
COc1cccc(S(=O)(=O)NCc2ccc(C(=O)NCC3CCCO3)cc2)c1 (centres undefined),-24
O=C(CC1NCCNC1=O)Nc1ccc(Oc2ccccc2)cc1 (centres undefined),-8
COc1ccc(-c2cc3c(=O)n(CC(=O)NC4CCN(Cc5ccccc5)CC4)ncn3n2)cc1,3
Cn1c(=O)c2[nH]c(NCC3CCCO3)nc2n(-c2ccccc2)c1=O (centres undefined),3
CCc1c(C(=O)NCCc2ccc(OC)c(OC)c2)[nH]c(C)c1C(C)=O,2
CCN1C(=O)CC(N2CCN(c3ccc(C(=O)c4ccccc4)cc3)CC2)C1=O (centres undefined),-16
COC(=O)c1ccccc1NC(=O)Cn1c(SC)c(F)cnc1=O,7
Cc1c(Br)cc(C(=O)OC2CCN(C)CC2)c(C)c1C,-17
COc1cccc(-c2nc(CS(=O)(=O)CC(=O)N3CCN(c4ccccn4)CC3)c(C)o2)c1,-4
Cc1noc(/C=C/N(C)C)c1S(=O)(=O)N1CCc2ccccc21,-2
COc1ccc(S(=O)(=O)N2CCCC2C(=O)Nc2ccc(O)cc2)cc1 (centres undefined),11
COc1ccccc1N(C(=O)c1snc(C(N)=O)c1N)C(C(=O)NCCC(C)C)c1ccco1 (centres undefined),-20
CS(=O)(=O)N1CCN(c2ccccc2NC(=O)Cc2ccccc2)CC1,-19
CC(OC(=O)C1CC=CCC1C(N)=O)C(Cl)=C(Cl)Cl (centres undefined),6
CCCCOc1ccc(N2C(=O)CC(N(O)c3ccccc3)C2=O)cc1 (centres undefined),-13
COC1=CC(=O)CC(C)C12Oc1c(Cl)c(OC)cc(OC)c1C2=O (centres undefined),-4
Cc1cc(C(=O)Nc2nc3ccc(S(C)(=O)=O)cc3s2)c(C)o1,-22
Cc1ccc(S(=O)(=O)n2nc(-c3ccc(Cl)cc3)nc2NCc2ccco2)cc1,-13
CC(c1ccccc1)C1CC(=O)N(CC(=O)O)C1=O (centres undefined),-14
O=C1CC(c2ccc(S(=O)(=O)N3CCN(c4ccccc4)CC3)cc2)CN1 (centres undefined),-9
COc1ccc(CCN(C)CCN2C(=O)c3ccccc3C2=O)cc1OC,-19
COc1ccc(OCCC(=O)NCc2ccccc2)cc1,-7
COc1ccc(S(=O)(=O)N(C)C2CCS(=O)(=O)C2)cc1OC (centres undefined),-20
Cc1ccccc1C(=O)N1CCC(C(=O)Nc2ccc(S(=O)(=O)N3CCCC3)cc2)CC1,8
CS(=O)(=O)N1CCN(c2ccccc2NC(=O)c2ccc(Cl)cc2)CC1,-22
# Next structures follow:
SMILES,Ecoli WT growth
CCOC(=O)c1c(C)oc2ccc(O)c(CN(C)C)c12,-3
COc1c(C)cccc1C(=O)Nc1ccc(CN2CCOCC2)cc1,6
C=CCn1c(SCn2nnc3ccccc3c2=O)nnc1-c1ccc(Br)cc1,-1
COc1cc2nc(-c3ccc(Br)o3)oc(=O)c2cc1OC,-9
COc1ccc(C)cc1NC(=O)CSc1nnnn1Cc1ccccc1,6
CN(C)S(=O)(=O)Nc1ccc(Br)cc1F,-7
CCCCCOC(=O)c1ccccc1C(=O)O,0
COc1ccc(CC(=O)N2CCN(c3ccccn3)CC2)cc1,-19
CCCc1ccc(S(=O)(=O)NCCc2ccncc2)cc1,-3
CC(C)c1ccc2oc(-c3ccc(NC(=O)c4ncn[nH]4)cc3)nc2c1,-20
CCOC(=O)N1CCN(CC(O)COc2ccccc2C(C)CC)CC1 (centres undefined),-2
O=C(CSc1nnc(CN2CCOCC2)n1-c1ccc(Cl)cc1)Nc1cc(Cl)ccc1O,-16
Cc1ccc(C)c(NC(=O)C2CC(Cl)=CCC2C(=O)O)c1 (centres undefined),-5
O=C(Nc1cccnc1)C1(c2ccccc2)CCCC1,-25
CN(C)C(=O)c1ccccc1-c1ccccc1,-19
COc1ccc(-c2ccc(-c3noc(C4CCCCC4)n3)c(OC)n2)cc1,-16
O=C(CS(=O)(=O)Cc1ccccc1)NCc1ccc2c(c1)OCO2,-23
COc1cc(/C=C/C(=O)CC(=O)/C=C/c2ccc(O)c(OC)c2)ccc1O,-3
O=C(O)CC1NC(=O)N(c2ccccc2)C1=O (centres undefined),9
COC(=O)c1ccc(C2/C(=C(/O)c3ccc(OC(C)C)cc3)C(=O)C(=O)N2c2cc(C)on2)cc1 (centres undefined),-1
COc1ccc2cc(C(=O)NCc3ccco3)c(=Nc3ccc(C(=O)O)cc3)oc2c1,7
COc1ccc(C2/C(=C(/O)c3ccc4c(c3)CC(C)O4)C(=O)C(=O)N2CCN2CCOCC2)cc1 (centres undefined),-17
O=C(NCc1ccc2c(c1)OCO2)c1ccc(CN2CCOCC2)cc1,-7
COc1ccc(NC(=O)Nc2cc(C)ccc2OC)cc1,-5
CCCc1nc2ccccc2c(=O)n1NC(=O)c1c(O)c2cccc3c2n(c1=O)CCC3,10
# (more compounds)
SMILES,Ecoli WT growth
O=C(Cc1cccs1)Nc1ccccc1C(=O)O,-4
CCN(CC)c1ccc(CN(C(=O)c2ccco2)C2CCS(=O)(=O)C2)cc1 (centres undefined),-11
CCOC(=O)C1CCN(C(=O)COc2cc(C)c(Br)cc2C)CC1,-13
CCC(C)NC(=O)c1ccccc1NC(=O)C(C)N(c1ccccc1)S(C)(=O)=O (centres undefined),-4
CCOC(=O)c1cnc(-n2nc(C)cc2C)nc1NC(C)c1ccccc1 (centres undefined),-2
Cc1cc(C)n(C2=NS(=O)(=O)c3ccccc32)n1,7
Cc1cc(C(=O)O)cc(S(=O)(=O)N2CCOCC2)c1C,-13
O=C(CSc1nnc(-c2ccncc2)o1)Oc1ccccc1,1
CC(C)(C)C1=Nn2c(nnc2-c2n[nH]c3c2CCC3)SC1,-4
O=C1OCc2cc(NC(=O)C3CCCO3)ccc21 (centres undefined),4
O=C(Nc1ccccc1)N(O)c1ccc(Cl)cc1,7
COc1cc2[nH]c(=S)n(CCCN3CCOCC3)c(=O)c2cc1OC,-20
CCC1SC2=NCCN2C1(O)c1ccc(Cl)cc1 (centres undefined),-17
COC(=O)CN1C(=O)C(O)(CC(=O)c2ccc(Cl)cc2)c2ccccc21 (centres undefined),9
Cc1nnc(SCCn2c(N3CCN(C)CC3)nc3c2c(=O)n(C)c(=O)n3C)s1,-15
CC(=O)Nc1nnc(Cc2ccccc2)s1,-20
Cc1ccccc1Cc1c(C)nc2c(C(=O)N3CCN(Cc4ccc5c(c4)OCO5)CC3)cnn2c1C,6
NC(N)=NS(=O)(=O)c1ccc(N)cc1,-3
CCCCOc1ccc(-c2nnn(C(C)(C)C(=O)OC)n2)cc1,-3
COc1ccc(OC)c(S(=O)(=O)N2CCC(C(=O)N3CCc4ccccc4C3)CC2)c1,-23
CCOc1ccccc1C1N(c2ccc(F)cc2)C(=O)C2CCCN21 (centres undefined),-1
COc1cc(NC(=O)C(C)Oc2ccccc2)c(C(=O)O)cc1OC (centres undefined),0
CCOC(=O)C1CCN(C(=O)Nc2ccc3c(c2)nc(C)n3C)CC1,2
CCOC(=O)c1ccc(Oc2cc(C)nc(SC)n2)cc1,18
CCn1cc(C(=O)NCc2ccccc2OC)c(=O)c2cc(S(=O)(=O)N(C)C)ccc21,10
# Later entries
SMILES,Ecoli WT growth
CS(=O)(=O)NCC(c1cccnc1)N1CCN(c2ccc(F)cc2)CC1 (centres undefined),-3
CN(C)C(=O)c1cc(S(=O)(=O)N(C)C)c(Cl)cc1N1CCCC1,-18
CCSC1=C(C#N)C(c2cccc(OC)c2)CC(=O)N1 (centres undefined),-4
Cc1noc(/C=C/N(C)C)c1S(=O)(=O)N1CCCC(C(=O)N2CCCCC2)C1 (centres undefined),10
C=C(C)c1cccc(C(C)(C)NC(=O)N2CCCC(C(N)=O)C2)c1 (centres undefined),-25
O=C(Nc1ccc2c(c1)nc1n2CCSC1)c1ccccc1,-1
CSC1=C(C#N)C(c2ccccc2Cl)C2=C(CCCC2=O)N1 (centres undefined),-17
CCOC(=O)CSc1nnc(CNC(=O)c2ccc(OC)c(OC)c2)n1C,-3
O=C(CCSc1nc(-c2ccco2)cc(C(F)(F)F)n1)N1CCN(c2ccccn2)CC1,-4
Cc1nnc(SCCn2c(N3CCC(Cc4ccccc4)CC3)nc3c2c(=O)[nH]c(=O)n3C)s1,-1
CCCCCOc1ccc(C2NC(=O)NC2=O)cc1 (centres undefined),9
CC(C)(C)C1(c2ccccc2)NC(=O)N(CC(=O)N2CCOCC2)C1=O (centres undefined),3
C=CCOc1ccc(C2C(C(=O)c3ccco3)=C(O)C(=O)N2Cc2cccnc2)cc1 (centres undefined),-5
CCOc1ccccc1NC(=O)CN(C)S(=O)(=O)c1ccc(OC)c(C)c1,-14
Cc1cc(C)c(C#N)c(SCc2ccc3c(c2)OCO3)n1,-19
COC(=O)Nc1nnc(Cc2ccccc2)s1,-20
CCOc1cc(C)c(Cl)cc1S(=O)(=O)N(C)C,-7
Cc1ccc(OCCn2c(NC(=O)c3ccco3)nc3ccccc32)cc1,-16
N#CC(C(=O)Nc1ccc(Cl)c(Cl)c1)=C1Nc2ccccc2N1,11
Cc1ccc2c(C)nc(Nc3nc(CSc4nnnn4-c4ccccc4)cc(=O)[nH]3)nc2c1,-2
Fc1ccccc1C(c1nnnn1Cc1ccc2c(c1)OCO2)N1CCN(Cc2ccccc2)CC1 (centres undefined),-4
Cc1ccc(C)c(N2CCN(C(=O)c3ccc(CS(=O)(=O)c4ccccc4C)o3)CC2)c1,-1
Cc1cccc(NC(=O)c2ccc3ccccc3n2)n1,3
CCOc1ccc(-c2nc(-c3ccc(OC)c(OC)c3)no2)cc1OCC,-19
CCOC(=O)N1CCC(N2C(=O)c3ccc(C(=O)NCc4ccco4)cc3C2=O)CC1,1
# Carrying on.
SMILES,Ecoli WT growth
CC(=O)Nc1cnn(Cc2ccc(Br)cc2)c1,-13
COc1ccc(CN2CC(C(=O)NCCCOC(C)C)CC2=O)cc1 (centres undefined),5
CCNc1nc(NCC)nc(OCCOC(=O)c2ccccc2)n1,-17
CCCCn1nnc(NC(=O)c2ccco2)n1,0
CCOC(=O)CSc1nc2c(c(=O)[nH]c(=O)n2C)n1C/C=C(/C)Cl,-14
CCc1cc2c(=O)c(-c3nc4ccccc4[nH]3)coc2cc1OC(=O)N1CCOCC1,-3
CCn1c(C(Cc2ccccc2)NC(=O)COC)nc2ccccc21 (centres undefined),-1
Cn1c(CN2CCCCC2)nc2cc(NS(=O)(=O)c3ccc(Cl)cc3)ccc21,-22
O=C(c1cccs1)N1CCCC(c2ccccc2)C1 (centres undefined),0
O=C(O)CC(NC(=O)c1ccccc1NC(=O)c1ccccc1)C(=O)O (centres undefined),13
O=C(CS(=O)(=O)c1cn(Cc2ccc(Cl)cc2)c2ccccc12)N1CCOCC1,0
O=C(Nc1ccon1)c1cccc(S(=O)(=O)N2CCCC2)c1,3
Cc1nc(C)n(CC(O)COc2ccc3cc(Br)ccc3c2)n1 (centres undefined),-18
CCOC(=O)N1CCN(S(=O)(=O)c2cc(C)c(C)cc2C)CC1,-3
COC(=O)N1CCN(c2ccc(C(C)=O)cc2)CC1,-16
CCOC(=O)/C(C(N)=NC(C)C)=C(\O)c1ccccc1,-8
C#CC(CO)N(CCN(Cc1ccccc1)C(C#C)CO)Cc1ccccc1 (centres undefined),-1
Cc1ccc(Nc2nc(N)nc(CSc3nccn3C)n2)c(C)c1,-17
CCOc1ccc(NC(=O)C2CC(=O)N(CC)C(=Nc3ccc4c(c3)OCO4)S2)cc1 (centres undefined),-2
CCOC(=O)c1ccccc1NC(=O)COC,-17
O=C(Nc1ccccc1N1CCN(C(=O)c2ccccc2)CC1)c1cc2ccccc2o1,3
CCCCc1c(O)nc(SCC(=O)c2ccccc2)[nH]c1=O,4
Cc1ccccc1OCc1nc2ccccc2c(=O)n1/N=C/c1ccco1,5

# Molecules shown so far with a Cl atom (16):
SMILES,Ecoli WT growth
CC(OC(=O)C1CC=CCC1C(N)=O)C(Cl)=C(Cl)Cl (centres undefined),6
COC1=CC(=O)CC(C)C12Oc1c(Cl)c(OC)cc(OC)c1C2=O (centres undefined),-4
Cc1ccc(S(=O)(=O)n2nc(-c3ccc(Cl)cc3)nc2NCc2ccco2)cc1,-13
CS(=O)(=O)N1CCN(c2ccccc2NC(=O)c2ccc(Cl)cc2)CC1,-22
O=C(CSc1nnc(CN2CCOCC2)n1-c1ccc(Cl)cc1)Nc1cc(Cl)ccc1O,-16
Cc1ccc(C)c(NC(=O)C2CC(Cl)=CCC2C(=O)O)c1 (centres undefined),-5
O=C(Nc1ccccc1)N(O)c1ccc(Cl)cc1,7
CCC1SC2=NCCN2C1(O)c1ccc(Cl)cc1 (centres undefined),-17
COC(=O)CN1C(=O)C(O)(CC(=O)c2ccc(Cl)cc2)c2ccccc21 (centres undefined),9
CN(C)C(=O)c1cc(S(=O)(=O)N(C)C)c(Cl)cc1N1CCCC1,-18
CSC1=C(C#N)C(c2ccccc2Cl)C2=C(CCCC2=O)N1 (centres undefined),-17
CCOc1cc(C)c(Cl)cc1S(=O)(=O)N(C)C,-7
N#CC(C(=O)Nc1ccc(Cl)c(Cl)c1)=C1Nc2ccccc2N1,11
CCOC(=O)CSc1nc2c(c(=O)[nH]c(=O)n2C)n1C/C=C(/C)Cl,-14
Cn1c(CN2CCCCC2)nc2cc(NS(=O)(=O)c3ccc(Cl)cc3)ccc21,-22
O=C(CS(=O)(=O)c1cn(Cc2ccc(Cl)cc2)c2ccccc12)N1CCOCC1,0

# Source: PubChem BioAssay (SRMLSC)
